MT1-MMP act inh – blocks activation of human MT1-MMP; P50281; HT1080 RFP-PRO-GFP cells, GFP/RFP ratio fluorescence, overnight; percent of plate control window, DMSO zero; GFP/RFP ratio change, % at 20 µM; 360,000 compounds, 0.061% hits;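 active = GFP/RFP ratio change of at least 30% with cell ATP level not reduced by more than half and red fluorescence within 50% of control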; note: strong numbers were not always called active
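Read-out: GFP/RFP fluorescence ratio; Test system: RFP-PRO-GFP reporter HT1080 cells; Compound dosing: single-point 20 µM compound, 1% DMSO; Times: overnight compound exposure at 37 °C.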
Neddylation inh – cullin neddylation inhibition; 360,000 compounds, 0.58% hits; TR-FRET cullin neddylation, biochemical; calls only at 25 µM; P61081+Q13564; AID 651699; in the data active = inhibition above about 36%
SKN-1 inh – inhibitors of C. elegans SKN-1; C. elegans VP596 Pgst-4::GFP/RFP ratio, acrylamide-induced, 24 h; inhibition, % at 21.8 µM; 360,000 compounds, 0.49% hits;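 active = interference check ratio from 0.5 to 1.5 plus GFP to RFP signal ratio inhibition reaching or exceeding a fixed threshold, cut at about 30% in these data, passing the limit was not always enough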; note: some compounds called inactive have numbers as strong as hits
Rin1 Abl inh – blocks binding of human Rin1 to Abl. P00519+Q13671. TR-FRET Rin1/Abl binding, biochemical. inhibition, % at 7.35 µM. 360,000 compounds, 0.4% hits. AID 588664; in the data active = inhibition above about 5%, passing the limit was not always enough
Target sequence (P00519 whole entry, looked up): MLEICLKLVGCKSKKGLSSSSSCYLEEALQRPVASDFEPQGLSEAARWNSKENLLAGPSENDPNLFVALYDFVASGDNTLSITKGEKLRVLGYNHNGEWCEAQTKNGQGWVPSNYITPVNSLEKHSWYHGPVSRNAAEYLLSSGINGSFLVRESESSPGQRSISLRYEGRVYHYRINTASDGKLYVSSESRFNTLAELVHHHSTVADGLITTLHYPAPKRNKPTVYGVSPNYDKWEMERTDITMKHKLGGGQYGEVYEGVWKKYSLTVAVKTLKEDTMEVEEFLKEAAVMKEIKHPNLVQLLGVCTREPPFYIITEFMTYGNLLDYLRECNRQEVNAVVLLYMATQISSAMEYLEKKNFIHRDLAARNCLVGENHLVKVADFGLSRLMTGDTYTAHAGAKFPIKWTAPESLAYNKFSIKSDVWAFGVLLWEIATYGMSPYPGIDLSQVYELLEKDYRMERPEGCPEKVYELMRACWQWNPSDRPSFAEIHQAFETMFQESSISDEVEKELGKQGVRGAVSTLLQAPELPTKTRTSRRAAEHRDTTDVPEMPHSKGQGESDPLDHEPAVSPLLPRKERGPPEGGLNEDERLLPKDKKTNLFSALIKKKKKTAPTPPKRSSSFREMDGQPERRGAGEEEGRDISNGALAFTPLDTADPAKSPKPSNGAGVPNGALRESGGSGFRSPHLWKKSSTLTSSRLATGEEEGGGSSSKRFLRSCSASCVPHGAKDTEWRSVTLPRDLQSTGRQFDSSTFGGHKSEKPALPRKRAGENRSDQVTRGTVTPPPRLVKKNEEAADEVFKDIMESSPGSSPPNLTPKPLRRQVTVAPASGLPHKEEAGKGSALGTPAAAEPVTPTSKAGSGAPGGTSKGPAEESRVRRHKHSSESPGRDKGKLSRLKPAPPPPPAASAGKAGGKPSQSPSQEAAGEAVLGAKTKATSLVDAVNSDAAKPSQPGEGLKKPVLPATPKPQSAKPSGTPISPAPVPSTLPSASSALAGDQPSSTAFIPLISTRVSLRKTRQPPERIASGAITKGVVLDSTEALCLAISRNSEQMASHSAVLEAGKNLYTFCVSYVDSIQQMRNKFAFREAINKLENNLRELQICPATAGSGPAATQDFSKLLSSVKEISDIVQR
Target sequence (Q13671 whole entry, looked up): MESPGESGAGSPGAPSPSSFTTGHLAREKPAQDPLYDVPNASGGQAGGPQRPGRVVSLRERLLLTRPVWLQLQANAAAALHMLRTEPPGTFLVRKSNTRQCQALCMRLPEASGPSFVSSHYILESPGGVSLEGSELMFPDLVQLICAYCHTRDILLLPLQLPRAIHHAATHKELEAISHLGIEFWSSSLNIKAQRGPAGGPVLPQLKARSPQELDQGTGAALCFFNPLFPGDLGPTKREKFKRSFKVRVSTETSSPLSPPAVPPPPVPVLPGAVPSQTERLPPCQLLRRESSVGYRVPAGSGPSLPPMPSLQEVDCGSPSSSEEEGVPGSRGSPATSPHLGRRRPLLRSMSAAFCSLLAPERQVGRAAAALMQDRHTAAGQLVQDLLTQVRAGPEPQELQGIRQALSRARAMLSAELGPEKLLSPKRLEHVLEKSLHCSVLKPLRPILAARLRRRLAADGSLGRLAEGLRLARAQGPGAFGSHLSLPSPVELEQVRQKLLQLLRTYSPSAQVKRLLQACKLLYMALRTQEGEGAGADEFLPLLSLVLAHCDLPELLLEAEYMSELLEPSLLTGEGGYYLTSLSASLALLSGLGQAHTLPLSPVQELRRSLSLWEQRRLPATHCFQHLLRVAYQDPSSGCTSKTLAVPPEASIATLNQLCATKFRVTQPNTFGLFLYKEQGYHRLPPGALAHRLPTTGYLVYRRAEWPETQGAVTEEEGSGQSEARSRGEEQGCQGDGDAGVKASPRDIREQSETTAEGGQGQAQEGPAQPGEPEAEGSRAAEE
CendR NRP1 mod – NRP-1/CendR interaction modulation. O14786. FAM-RPARPAR peptide binding to NRP-1, fluorescence polarization. inhibition, % at 25 µM. 360,000 compounds, 0.85% hits. AID 602438;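 active = inhibition or corrected inhibition above about 18%, plus a signal ratio from 0.5 to 1.5, limit read from the data, passing the limit was not always enough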; note: strong numbers were not always called active
PABP1 MLLE inh – blocks PAM2 peptide binding to the PABP1 MLLE domain | P11940 | inhibition, % at 20 µM | GST-MLLE / FITC-PAM2 fluorescence polarization | AID 588489 | 360,000 compounds, 0.36% hits; in the data active = inhibition above about 35%, passing the limit was not always enough;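 note: plate controls were DMSO wells with GST-MLLE for no effect and wells lacking GST-MLLE protein for full effect; some results filed as inactive read as strong as hits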
FAS TE block – inhibitors of human fatty acid synthase thioesterase domain; P49327; recombinant FAS-TE, OMFH fluorogenic substrate, fluorescence endpoint; inhibition, % at 15 µM; 360,000 compounds, 0.67% hits;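 active = compounds whose normalised, plate-corrected inhibition of enzyme fluorescence in the single-dose primary screen is 50% or more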;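 note: 0% = DMSO with enzyme and 100% = substrate without enzyme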
E coli Lon inh – inhibits E. coli Lon protease | P0A9M0 | purified E. coli Lon protease, fluorescence polarization | inhibition, % at 7.94 µM | 360,000 compounds, 0.42% hits | AID 602123; in the data active = inhibition above about 13%, passing the limit was not always enough;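 note: 0% = enzyme with probe and DMSO and 100% = no enzyme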
MsrA act – activators of bovine methionine sulfoxide reductase A; purified bovine MsrA, absorbance read-out; activation, % at 10.6 µM; 360,000 compounds, 0.3% hits; AID 602163; in the data active = activation above about 7.5%;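 note: 0% = vehicle and 100% = reference activator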
* hit, by the source's call; i = inactive; x = not tested or not shown; + = active, no number. Compounds were not picked by outcome; 4% or so of the library scored in one or more.

The line under a structure holds: MT1-MMP act inh | Neddylation inh | SKN-1 inh | Rin1 Abl inh | CendR NRP1 mod | PABP1 MLLE inh | FAS TE block | E coli Lon inh | MsrA act
1	O=C(NCCCn1ccnc1)c1cccc(S(=O)(=O)NCc2ccccc2)c1
 : -2 | i | -6 | -1 | 1 | -11 | -6 | 10 | -3
2	COc1cc(/C=N/NC(=O)CCn2c3ccccc3c3ccccc32)ccc1O
 : -6 | i | 12 | -1 | -3 | -10 | 12 | 2 | -1
3	Cc1cccnc1NC(=O)/C=C/c1ccc2c(c1)OCO2
 : -10 | i | -5 | -6 | 1 | 15 | -9 | -2 | -4
4	CC(=O)N1CCN(C(=O)CNC(=O)c2ccc(Br)o2)CC1
 : -2 | i | 3 | 3 | 3 | 6 | -4 | 0 | -5
5	CCOC(=O)c1ccc(NC(=O)CCNS(=O)(=O)c2cc(Br)cnc2N)cc1
 : -1 | i | -2 | 3 | 2 | -2 | 4 | 0 | -5
6	O=c1cc(-c2ccc(O)cc2)oc2cc(O)c(C3OC(CO)C(O)C(O)C3O)c(O)c12 (configuration not stated)
 : 22 | i | -3 | 13 | -10 | 10 | -4 | -6 | -7
7	COc1cccc(-c2cc3nc(-c4ccccc4)cc(N4CCN(C(=O)c5ccoc5)CC4)n3n2)c1
 : -4 | i | -11 | -2 | -11 | -4 | 24 | 2 | 3
8	O=C(Cn1c(=O)sc2ccccc21)Nc1ccccc1
 : 0 | i | 12 | -1 | -12 | 4 | -1 | 4 | -1
9	COc1ccc(NC(=O)COC(=O)CCc2nc3ccccc3c(=O)[nH]2)c(OC)c1
 : 5 | i | -13 | -2 | -17 | -16 | -3 | 1 | 1
10	CC(=O)Nc1ccc(S(=O)(=O)NCCC(=O)N2CCN(C(c3ccccc3)c3ccccc3)CC2)cc1
 : 2 | i | -3 | 4 | -6 | -6 | 2 | 0 | -6
11	COC(=O)Cn1nc(-c2ccc(C)c(S(=O)(=O)N(C)C)c2)c2ccccc2c1=O
 : -5 | i | -7 | 7 | -2 | -18 | 4 | -10 | -12
12	Cn1c(SCC(=O)c2ccc(F)cc2)nnc1-c1cnccn1
 : -2 | i | -19 | -2 | 0 | -3 | -4 | -9 | 1
13	COc1cc(C2C(C(=O)c3cc4ccccc4o3)=C(O)C(=O)N2CCN2CCOCC2)ccc1OCCC(C)C (configuration not stated)
 : -3 | i | 6 | -4 | -21 | -14 | 5 | -5 | -3
14	CC(C)c1nnc(NC(=O)CCC(=O)N2CCN(Cc3ccccc3)CC2)s1
 : -3 | i | -9 | 1 | 4 | -3 | -6 | 4 | -8
15	CCc1nn(CC(=O)NCCCN2CCN(C)CC2)c(=O)c2cc3sccc3n12
 : -1 | i | -7 | 3 | 11 | 3 | -9 | -11 | -5
16	O=C(COc1ccccc1)Nc1ccc2[nH]ncc2c1
 : 0 | i | -15 | -3 | -3 | 2 | -9 | -6 | -5
17	O=C(c1ccccc1)N(C(=O)c1ccccc1)c1ncnc2c1C(c1ccccc1)c1c(ccc3ccccc13)O2 (configuration not stated)
 : -9 | i | -21 | 6 | 2 | -7 | 62* | -3 | -3
18	COc1cccc(C(C)(O)c2nc(-c3csc4ccccc34)cs2)c1 (configuration not stated)
 : -1 | i | 20 | -3 | 2 | -7 | 19 | 6 | -1
19	CN(C)S(=O)(=O)c1ccc2c(c1)c(=O)c(C(=O)N1CCOCC1)cn2C
 : 1 | i | 10 | -2 | 5 | -2 | -4 | 8 | -1
20	CCOc1cc(/C=C2\C(=O)N(CCc3ccc(OC)c(OC)c3)C(C)=C2C(=O)OC)ccc1O
 : -3 | i | -1 | -2 | 0 | 4 | -6 | -1 | -4

4 entries from above, set out differently:
17: O=C(c1ccccc1)N(C(=O)c1ccccc1)c1ncnc2c1C(c1ccccc1)c1c(ccc3ccccc13)O2 (configuration not stated)
  MT1-MMP act inh: -9	Neddylation inh: i	SKN-1 inh: -21	Rin1 Abl inh: 6	CendR NRP1 mod: 2	PABP1 MLLE inh: -7	FAS TE block: 62*	E coli Lon inh: -3	MsrA act: -3
18: COc1cccc(C(C)(O)c2nc(-c3csc4ccccc34)cs2)c1 (configuration not stated)
  MT1-MMP act inh: -1	Neddylation inh: i	SKN-1 inh: 20	Rin1 Abl inh: -3	CendR NRP1 mod: 2	PABP1 MLLE inh: -7	FAS TE block: 19	E coli Lon inh: 6	MsrA act: -1
19: CN(C)S(=O)(=O)c1ccc2c(c1)c(=O)c(C(=O)N1CCOCC1)cn2C
  MT1-MMP act inh: 1	Neddylation inh: i	SKN-1 inh: 10	Rin1 Abl inh: -2	CendR NRP1 mod: 5	PABP1 MLLE inh: -2	FAS TE block: -4	E coli Lon inh: 8	MsrA act: -1
20: CCOc1cc(/C=C2\C(=O)N(CCc3ccc(OC)c(OC)c3)C(C)=C2C(=O)OC)ccc1O
  MT1-MMP act inh: -3	Neddylation inh: i	SKN-1 inh: -1	Rin1 Abl inh: -2	CendR NRP1 mod: 0	PABP1 MLLE inh: 4	FAS TE block: -6	E coli Lon inh: -1	MsrA act: -4

Remaining list, next part.
The line under a structure holds: MT1-MMP act inh | Neddylation inh | SKN-1 inh | Rin1 Abl inh | CendR NRP1 mod | PABP1 MLLE inh | FAS TE block | E coli Lon inh | MsrA act
21	O=C(NCc1ccco1)C1Cc2ccccc2CN1S(=O)(=O)c1ccccc1F (configuration not stated)
 : -5 | i | 9 | 0 | -29 | 0 | 2 | 11 | -4
22	O=C(Nc1nnc(SCc2ccc(F)cc2)s1)c1ccc2ncsc2c1
 : 8 | i | -3 | -1 | -12 | -13 | 13 | -6 | -3
23	COc1ccc(-c2nnc(SCc3ccc(C(=O)O)cc3)n2C)cc1OC
 : -4 | i | -6 | 0 | 12 | 7 | -4 | 1 | -3
24	CSc1nc2ccc(Cl)cc2[nH]1
 : 2 | i | -19 | -2 | 2 | -7 | -4 | 3 | -3
25	COc1ccccc1NC(=O)Cn1cnc2c(nc3n2CCCCC3)c1=O
 : -1 | i | 18 | 5 | 7 | 7 | -3 | 4 | -3
26	CCCCn1nnnc1NCc1cc(OC)c(OC)cc1OC
 : 0 | i | -27 | -2 | 6 | 3 | -8 | -1 | -8
27	O=C(O)c1ccc(N2C(=O)c3cccc4cccc(c34)C2=O)cc1
 : 0 | i | -1 | 0 | 1 | 0 | -4 | -3 | -5
28	Cc1ccc(SCCNC(=O)c2ccc(C)c(S(=O)(=O)Nc3ccccc3C)c2)cc1
 : -6 | i | 9 | 1 | -1 | 13 | 24 | 1 | 0
29	Cn1c(C(=O)N2CCCC(C(=O)NCCc3ccccc3)C2)cc2sccc21 (configuration not stated)
 : -1 | i | 15 | -1 | 1 | 16 | -2 | 4 | -1
30	COc1ccc(N(CC(=O)Nc2cccc(C)c2)S(=O)(=O)c2c(C)noc2C)cc1
 : 1 | i | -12 | 0 | 2 | -2 | 13 | -5 | -4
31	O=C(NCCCN1CCCC(O)C1)c1cc(COc2ccc(F)cc2F)on1 (configuration not stated)
 : 0 | i | -4 | 0 | 40* | -6 | -5 | -2 | -6
32	Cc1ccc(NC(=O)CSc2nnc(NC(=O)c3ccc(S(=O)(=O)N4CCOCC4)cc3)s2)cc1
 : 0 | x | 18 | 1 | 5 | 7 | -16 | 5 | -2
33	COc1cc(OC)cc(C(=O)NCC(=O)Nc2ccc(C)c(Cl)c2)c1
 : -1 | i | 29 | 0 | 3 | 10 | 19 | -4 | -3
34	Fc1ccc(/C=N/NC(=S)Nc2cccnc2)cc1F
 : 1 | i | 1 | -1 | 0 | 33 | -4 | 2 | -3
35	Cn1nc(-c2ccccc2)c2cc(C(=O)O)sc21
 : -5 | i | 1 | -3 | 7 | 12 | -1 | 3 | -1
36	COc1ccc(CCNS(=O)(=O)c2ccc(-n3cnnn3)c(OC)c2)cc1OC
 : 0 | i | 2 | 2 | 16 | 3 | -6 | 2 | -4
37	OC(c1ccccc1)c1ccncc1 (configuration not stated)
 : 4 | i | 7 | 2 | -9 | 5 | -13 | 1 | -2
38	COc1ccc(OC)c(Nc2nc(N)nc(CCl)n2)c1
 : -5 | i | 18 | -2 | -2 | -1 | 0 | 0 | -2
39	CC(C)CNC(=O)CO/N=C/c1ccccc1Cl
 : -2 | i | -8 | 1 | -5 | -2 | -5 | -7 | -1
40	Cc1ccc(NC(=O)CCNC(=O)c2ccc(Br)cc2)cc1S(=O)(=O)N1CCCCCC1
 : -3 | i | 10 | 0 | -1 | -15 | 23 | -4 | 0
41	CNC[C@@H]1Oc2c(NS(C)(=O)=O)cccc2C(=O)N([C@@H](C)CO)C[C@H]1C
 : -3 | i | 15 | 3 | 3 | 4 | -11 | -2 | -1
42	O=C(Nc1ccccc1Cl)Nc1ccnn1C1CCN(C(=O)CCN2CCCO2)CC1
 : 1 | i | 11 | 1 | 9 | -1 | -6 | 4 | -2
43	CCOC(=O)c1ccc(CSc2nnc(N)s2)cc1
 : 4 | i | 15 | 3 | 4 | -14 | -13 | -10 | -5
44	O=C(CSc1ccccc1Cl)c1ccco1
 : 5 | i | -6 | 2 | -8 | 36 | 0 | -5 | -4
45	C=CCn1c(SCCOc2ccc(OC)cc2)nnc1C(C)NC(=O)Cc1ccc(OC)cc1 (configuration not stated)
 : 2 | i | 13 | 0 | 2 | -19 | -1 | -2 | -2
46	C[C@H](CO)N1C[C@H](C)[C@@H](CN(C)CC2CCCCC2)Oc2c(NS(=O)(=O)c3ccc(F)cc3)cccc2C1=O
 : 7 | i | -8 | 4 | -9 | 5 | -12 | -11 | 0
47	Cc1cccc(NS(=O)(=O)c2cccs2)n1
 : 6 | + | 9 | 0 | 10 | 1 | -9 | -9 | -3
48	COc1ccc(C(=O)O/N=C(\N)c2ccccc2)c(OC)c1
 : 2 | i | 6 | -1 | 18* | -8 | -1 | -9 | -1
49	COc1ccc(NC(=O)C2CCC2)cc1S(=O)(=O)N1CCOCC1
 : 3 | i | -6 | 5 | 17 | -8 | -6 | -8 | -4
50	COc1cccc(CC2(CO)CCCN(Cc3cn[nH]c3-c3ccccc3)C2)c1 (configuration not stated)
 : -7 | i | -12 | 1 | -1 | 1 | -10 | -2 | 1
51	Cn1c(-c2ccccc2)cnc1NCc1cc2c(cc1[N+](=O)[O-])OCO2
 : 7 | i | -6 | 2 | 6 | -3 | 12 | 1 | -1
52	O=C(Nc1ccc(N2CCOCC2)cc1)c1cccc(S(=O)(=O)N2CCC(Cc3ccccc3)CC2)c1
 : -11 | i | 11 | 0 | -21 | -4 | 24 | 0 | -6
53	O=C(NC1=NCCS1)c1cc(-c2cccs2)nc2ccccc12
 : 3 | x | -10 | -3 | 12 | -19 | 2 | 10 | -9
54	CCOc1ccc(N2C(=O)S/C(=C\c3ccc(O)c(OCC)c3)C2=O)cc1
 : -10 | i | 13 | -1 | -20 | -60 | 2 | -35 | 4
55	CC(=O)Nc1sc2c(c1C(c1ccccn1)N1CCCC1)CCCC2 (configuration not stated)
 : -1 | i | 4 | 0 | -4 | 18 | 0 | 5 | -1
56	Cc1[nH]c2ccccc2c1/C=C(/C#N)C(=O)NC(C)C
 : -10 | i | -12 | 1 | -8 | -2 | -4 | -1 | -11
57	CN(C)CCCNC(=O)COc1ccc(Br)cc1Cl
 : 8 | i | 3 | -3 | -19 | -11 | -13 | -3 | -4
58	CCOC(=O)c1c(C)sc2c1N(C(=O)CCl)c1cc(Cl)ccc1S2
 : 1 | i | -4 | -1 | -12 | 3 | 16 | 10 | -13
59	COc1ccc(C(=O)N/C(=C/c2ccccc2F)C(=O)NCCN2CCOCC2)cc1OC
 : 3 | i | -6 | 2 | 6 | 1 | -5 | 1 | 0
60	O=C(CC[C@H]1O[C@@H](n2ccc(=O)[nH]c2=O)[C@H](O)[C@@H]1O)N[C@H](Cc1ccccc1)C(=O)NCc1ccco1
 : 2 | i | -12 | -2 | 10 | 5 | -11 | -1 | -5
61	O=C(O)c1cnn2c1NC(c1cccs1)CC2C(F)(F)F (configuration not stated)
 : 1 | i | 0 | 2 | 6 | -4 | -5 | -9 | -5
